Screening results: PubChem, Sanford-Burnham Center for Chemical Genomics
EBI2 antag: EBI2 (human) antagonism. inhibition, % at 5 µM. 360,000 tested, 0.81% active. EBI2 beta-arrestin recruitment, luminescence, 7a,25-OHC stimulated. P32249; in the data active means inhibition above about 38%;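 further: enzyme fragment complementation signal reports receptor beta-arrestin coupling in cells; 0% = agonist plus DMSO wells and 100% = wells without agonist; some results beyond the cut were filed as inactive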
Gli-Sufu antag: blocks Gli-Sufu signaling in a luciferase reporter | Sufu-KO-LIGHT fibroblasts, Gli luciferase reporter luminescence | inhibition, % at 5 µM | 340,000 tested, 0.74% active | AID 588413;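 active means inhibition above about 55%, limit read from the data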;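 further: 0% = DMSO-treated cells and 100% = wells with medium but no cells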
Apaf1 inhib: blocks human Apaf-1 apoptosome activity; O14727; reconstituted apoptosome caspase-3 activity, DEVD-Rh110 fluorescence; inhibition, % at 20 µM; 330,000 tested, 0.71% active; active means inhibition of at least 40% at 20 µM;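 further: plate controls were DMSO wells for no effect and DEVD-CHO caspase inhibitor wells for full effect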
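Material: reconstituted apoptosome with Apaf-1, cytochrome c, caspase-9, procaspase-3, dATP. Technique: Rh110 fluorescence intensity. Buffer or medium: pH 7.5 Hepes buffer with CHAPS, BSA, DTT. Times: 30 min plus 50 min, RT.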
697 NFkB inh: inhibitors of the PMA/ionomycin-induced NF-kB reporter in 697 B cells. 697 B-cell NF-kB luciferase reporter, 16 h. 330,000 tested, 0.33% active. inhibition, % at 4 µM; in the data active means inhibition above about 35%
Jurkat NFkB inh: lowers PMA/ionomycin-induced NF-kB signal in Jurkat cells; PMA/ionomycin-induced NF-kB luciferase reporter, luminescence; inhibition, % at 4 µM; 330,000 tested, 0.53% active; AID 435003
SENP8 block: blocks the human protease SENP8; Q96LD8; AID 2540; inhibition, % at 10 µM; 330,000 tested, 1.2% active; purified SENP8, Z-RLRGG-aminoluciferin cleavage, luminescence
Target sequence (Q96LD8 whole entry, looked up): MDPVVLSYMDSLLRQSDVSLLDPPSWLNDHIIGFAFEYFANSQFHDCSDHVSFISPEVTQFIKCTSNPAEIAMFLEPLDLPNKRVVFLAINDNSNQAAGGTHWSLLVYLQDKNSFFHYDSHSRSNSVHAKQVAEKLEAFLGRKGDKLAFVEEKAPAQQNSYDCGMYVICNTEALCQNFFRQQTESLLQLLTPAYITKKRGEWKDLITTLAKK
CCR6 antag: blocks CCL20-driven beta-arrestin recruitment at human CCR6; CHO-K1 CCR6 PathHunter beta-arrestin, luminescence, CCL20-stimulated; 340,000 tested, 0.49% active; inhibition, % at 20 µM; P51684;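 active means compounds whose inhibition of the agonist-driven luminescence signal at 20 µM reaches about 50%, limit read from the data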;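 further: cells stimulated with CCL20 at 14 nM final; plate controls were DMSO with CCL20 for no effect and DMSO without agonist for full effect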
Target sequence (P51684 whole entry, looked up): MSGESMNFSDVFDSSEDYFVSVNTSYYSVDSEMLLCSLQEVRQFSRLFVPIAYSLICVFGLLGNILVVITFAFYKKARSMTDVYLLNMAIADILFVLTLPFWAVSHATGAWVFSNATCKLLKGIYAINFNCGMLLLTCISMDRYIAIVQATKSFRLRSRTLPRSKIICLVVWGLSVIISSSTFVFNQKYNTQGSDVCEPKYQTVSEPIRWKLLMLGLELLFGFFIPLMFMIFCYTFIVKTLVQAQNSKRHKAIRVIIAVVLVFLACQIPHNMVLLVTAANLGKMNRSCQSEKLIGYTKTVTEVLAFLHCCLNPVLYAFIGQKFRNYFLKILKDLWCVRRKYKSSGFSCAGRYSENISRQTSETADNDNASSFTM
UBC13 polyUb: blocks human UBC13 polyubiquitin chain formation; P61088; TR-FRET; inhibition, % at 20 µM; 330,000 tested, 0.47% active; AID 485273; in the data active means inhibition above about 45%, passing the limit was not always enough
Target sequence (P61088 whole entry, looked up): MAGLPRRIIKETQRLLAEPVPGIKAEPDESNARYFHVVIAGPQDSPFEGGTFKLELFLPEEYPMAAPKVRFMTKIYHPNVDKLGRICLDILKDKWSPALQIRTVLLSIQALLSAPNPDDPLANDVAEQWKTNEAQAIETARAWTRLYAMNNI
* hit, by the source's call. Unless noted, no stated cut-off is given here; in the data, active means inhibition above about 50%; inactive means the rest.

SMILES | EBI2 antag | Gli-Sufu antag | Apaf1 inhib | 697 NFkB inh | Jurkat NFkB inh | SENP8 block | CCR6 antag | UBC13 polyUb
CN(CCc1ccccn1)S(=O)(=O)c1ccc2c3c(cccc13)C(=O)N2 | 3 | -3 | 8 | -25 | 4 | 3 | -3 | -9
Cc1ccc(C(=O)OCC(=O)c2c[nH]c3ccccc23)cc1NC(=O)c1ccco1 | -10 | -40 | -1 | 3 | -1 | 1 | 9 | 13
Cc1ccn2cc(-c3cccc(S(=O)(=O)N4CCCCC4)c3)nc2c1 | 14 | -14 | 6 | -32 | -15 | -3 | 7 | 0
COc1cccc2c1OC1(C)CC2NC(=O)N1c1cccc(C(=O)N2CCN(c3ccccn3)CC2)c1 (stereo not given) | 0 | -2 | -5 | 4 | 7 | 0 | 0 | 8
COc1ccccc1C1CC(c2ccc(Cl)cc2)Nc2nc(N)nn21 (stereo not given) | -4 | 0 | 12 | -18 | -1 | -3 | 15 | 8
Cc1ccc(CN2CCN(CC(=O)NC(C)CCc3ccccc3)C2=O)cc1 (stereo not given) | 2 | 1 | 8 | 6 | 6 | 7 | 2 | 0
C=CCNc1c2c(nc3ncnn13)CC(C)CC2 (stereo not given) | -10 | -4 | -8 | -4 | -3 | -6 | -7 | -2
COc1ccc(Br)cc1S(=O)(=O)NNC(=O)c1c(C)nc2ccccn12 | 3 | 2 | -1 | 0 | -22 | 3 | -9 | -3
COc1ccc(CC(=O)c2ccc(OC)c(OC)c2)cc1 | -1 | -10 | 13 | -6 | -30 | -2 | -2 | 4
O=C(O)C1C2C=CC(C2)C1C(=O)Nc1cccc(F)c1 (stereo not given) | -3 | 0 | 5 | -17 | -17 | -8 | -15 | -20
COc1ccc(CCNC(=O)C2CCC(C(C)(C)C)CC2)cc1OC (stereo not given) | 3 | 6 | 23 | 18 | -3 | -5 | 13 | 4
OC(CN1CCc2ccccc2C1)c1ccccc1 (stereo not given) | -6 | 8 | -5 | 17 | 2 | 7 | -6 | 3
COc1cccc(NC(=O)c2ccc(CN3CCc4ccccc4C3)cc2)c1 | 13 | 28 | -3 | -17 | 39 | 35 | 12 | 6
COc1ccc(NC(=S)Nc2cccc(C(F)(F)F)c2)c(C)c1 | 8 | -7 | 3 | -5 | 0 | -7 | 5 | 12
COc1ccc(OC)c(CNC(=O)CCSCc2ccc(F)cc2Cl)c1 | 15 | 10 | 12 | -15 | 11 | -2 | 19 | 5
Cc1cc(C(=O)N2CCN(C(=O)c3ccco3)CC2)ccc1[N+](=O)[O-] | 10 | 0 | 0 | 0 | 8 | -2 | -18 | 0
O=C(Cc1ccccc1F)NC1CCCN(Cc2ccc(Cl)cc2)C1 (stereo not given) | 2 | 13 | 6 | -16 | -9 | -2 | 28 | -5
Cc1cccc(C(=O)Nc2ccccc2C(=O)OCc2c(C)noc2C)c1 | 26 | 8 | 1 | 12 | 0 | -6 | 25 | 7
CCn1c(=O)c2sccc2n(Cc2ccccc2)c1=O | -1 | -10 | -6 | -9 | 3 | -1 | -8 | 13
N/C(=N\S(=O)(=O)c1ccccc1)c1ccc([N+](=O)[O-])cc1 | -14 | -5 | 1 | 13 | 9 | -1 | -19 | 1
O=C(CN1CCSc2ccccc21)NCCCc1ccccc1 | 6 | 0 | -8 | -22 | -26 | 13 | 10 | 4
Cc1ccc2c(c1)c1c(n2C)C(=O)CCC1 | -11 | -3 | 12 | 14 | -3 | -11 | 1 | 17
CN(Cc1cn(-c2ccccc2)nc1-c1cc2ccccc2o1)C(=O)CCC(=O)O | -6 | 6 | 9 | -28 | -18 | 4 | 5 | -5
CCCNC(=O)c1cc(S(=O)(=O)N2CCCCC2)ccc1N1CCOCC1 | -5 | -6 | 1 | 2 | 2 | 2 | -15 | -1
COc1cc(C(=O)OCC(=O)Nc2ccc(SC(F)F)cc2)cc(OC)c1OC | 2 | 1 | -1 | 18 | 6 | -4 | 11 | 9

In another format: entries from further up.
structure,EBI2 antag,Gli-Sufu antag,Apaf1 inhib,697 NFkB inh,Jurkat NFkB inh,SENP8 block,CCR6 antag,UBC13 polyUb
C=CCNc1c2c(nc3ncnn13)CC(C)CC2 (stereo not given),-10,-4,-8,-4,-3,-6,-7,-2
COc1ccc(Br)cc1S(=O)(=O)NNC(=O)c1c(C)nc2ccccn12,3,2,-1,0,-22,3,-9,-3
COc1ccc(CC(=O)c2ccc(OC)c(OC)c2)cc1,-1,-10,13,-6,-30,-2,-2,4

Next part
SMILES | EBI2 antag | Gli-Sufu antag | Apaf1 inhib | 697 NFkB inh | Jurkat NFkB inh | SENP8 block | CCR6 antag | UBC13 polyUb
CC1CC(=O)NN=C1c1ccc(N(C)C)c([N+](=O)[O-])c1 (stereo not given) | 2 | -1 | -1 | 8 | -4 | 2 | 11 | -48
Cn1c(C(=O)NC2CCCCC2)cc2sccc21 | -1 | -53 | -7 | -84 | -76 | 5 | 19 | 1
O=C(Nc1cccc(S(=O)(=O)N2CCOCC2)c1)C1CCCC1 | 0 | 3 | -3 | 11 | 11 | 6 | 2 | 2
COc1ccc(NC(=O)N2CC(C)OC(C)C2)cc1OC (stereo not given) | -8 | 3 | -3 | 10 | -5 | 3 | -1 | 6
O=C(Nc1nc(-c2ccccn2)cs1)c1ccc(F)c(S(=O)(=O)N2CCOCC2)c1 | -19 | 48 | 10 | -56 | 14 | 2 | -1 | -84
COc1cc(OC)cc(/C(N)=N/O)c1 | 0 | 9 | -5 | 3 | 15 | 9 | 10 | 1
Clc1ccc(Sc2cc(Cl)c(-c3ccccc3)nn2)cc1 | -2 | 8 | 15 | -11 | -24 | -8 | 17 | -5
O=C(COC(=O)[C@@H]1CCCN1S(=O)(=O)c1ccc(Cl)cc1)NC1CCS(=O)(=O)C1 (stereo not given in full) | -6 | -25 | 8 | 3 | 8 | -13 | 5 | -6
COc1ccc(C(=O)c2c(C)oc3ccc(O)c(CN4CCOCC4)c23)cc1 | 10 | 7 | 7 | -13 | -3 | 3 | 10 | 0
Cc1ccccc1COc1ccc(-c2nn[nH]n2)cc1 | -11 | 5 | 1 | -30 | -9 | -12 | 0 | -24
COc1ccc(OCC(=O)Nc2ccc3c(c2)nc(CCN2CCCC2)n3C)cc1 | 4 | 5 | -14 | -7 | -9 | 3 | -2 | 10
C=CCSC1=NN2CCS(=O)(=O)N=C2S1 | -6 | 5 | 1 | 7 | -12 | -3 | -11 | 8
CCc1noc(C)c1C(=O)N(C)CC(=O)Nc1ccc(Cl)c(Cl)c1 | -9 | 2 | 5 | 6 | 0 | -3 | 11 | 1
Cc1ccc2c(c1)c(C)c(C)n2CC(O)Cn1nc(C)c(Br)c1C (stereo not given) | 0 | -16 | 24 | 1 | 0 | 1 | -3 | 4
N#Cc1c(/N=C/c2ccc(-c3ccc(C(=O)O)c(Cl)c3)o2)sc2c1CCCC2 | 0 | -22 | -3 | 10 | 10 | 11 | 10 | -118
COc1ccc(-c2c(C)nn3c(N4CCC(C(=O)NCCN(C)C)CC4)cc(C)nc23)cc1OC | 9 | 9 | 7 | -4 | -1 | -6 | -5 | 5
COc1ccc(N=Cc2c(O)c3ccccc3oc2=O)cc1 | -12 | 10 | -2 | -42 | 0 | 33 | 2 | -12
Fc1ccc(-c2cc(C(F)(F)F)nc(-n3cc(Cl)cn3)n2)cc1 | 1 | 6 | -1 | 24 | -4 | -5 | 11 | 12
O=C(O)CCSc1nc2ccccc2c(=O)[nH]1 | 3 | 7 | -2 | 8 | 14 | 8 | 9 | -3
CCN(CCCCCCN)c1ccc2c(=O)[nH][nH]c(=O)c2c1 | -4 | 3 | -2 | 27 | 2 | -2 | 6 | 2
Cc1nc(N2CCOCC2)c(C#N)c2c1COC(C)(C)C2 | 4 | -7 | -1 | -1 | 0 | -10 | -16 | 7
CCOc1cc(N2CCOCC2)c(OCC)cc1NC(=O)COC(=O)[C@@H]1CCCN1S(=O)(=O)c1ccccc1F | 3 | 30 | 5 | 12 | -3 | -7 | -1 | -13
CCCCC[C@H]1CN(C2CCCCC2)C(=O)[C@@H]1CC(=O)NCc1ccc(OC)cc1 | 10 | 12 | 19 | 12 | 16 | -1 | 9 | 10
COc1ccc(NC(=O)COC(=O)c2c(-c3ccccc3)noc2C)cc1 | 1 | -1 | -15 | 15 | 5 | 1 | 11 | 6
Cc1nc2ccccc2c2nc(NC(=O)Cc3ccccc3)nn12 | -9 | -14 | -9 | 8 | -5 | 6 | 1 | 20

Four compounds already listed, ordered by count of non-hydrogen atoms, smallest number first.
SMILES | EBI2 antag | Gli-Sufu antag | Apaf1 inhib | 697 NFkB inh | Jurkat NFkB inh | SENP8 block | CCR6 antag | UBC13 polyUb
COc1cc(OC)cc(/C(N)=N/O)c1 | 0 | 9 | -5 | 3 | 15 | 9 | 10 | 1
O=C(O)CCSc1nc2ccccc2c(=O)[nH]1 | 3 | 7 | -2 | 8 | 14 | 8 | 9 | -3
COc1cccc(NC(=O)c2ccc(CN3CCc4ccccc4C3)cc2)c1 | 13 | 28 | -3 | -17 | 39 | 35 | 12 | 6
CCOc1cc(N2CCOCC2)c(OCC)cc1NC(=O)COC(=O)[C@@H]1CCCN1S(=O)(=O)c1ccccc1F | 3 | 30 | 5 | 12 | -3 | -7 | -1 | -13

(further entries)
SMILES | EBI2 antag | Gli-Sufu antag | Apaf1 inhib | 697 NFkB inh | Jurkat NFkB inh | SENP8 block | CCR6 antag | UBC13 polyUb
CCOC(=O)C(Cc1ccccc1)NC(=O)CCc1nnc2ccc(N3CCCCC3)nn12 (stereo not given) | 2 | 30 | 12 | -3 | -5 | -1 | 14 | -4
COc1ccc(C2C3=C(Nc4ncnn42)c2ccccc2CCC3)cc1 (stereo not given) | -6 | 2 | -11 | -11 | -17 | -6 | 11 | 3
O=C(CSc1nnc(CNC(=O)c2c(F)cccc2F)o1)NCC1CCCO1 (stereo not given) | 1 | 4 | -1 | 1 | 2 | 1 | -1 | -4
COC(=O)C1=C(C)NC(=O)NC1c1ccc(OCC(=O)N2CCCCC2)cc1 (stereo not given) | 9 | 6 | -5 | -38 | -13 | -9 | -16 | -6
CCc1cc(C(=O)OC)c(NC(=O)c2ccoc2C)s1 | 0 | 9 | 15 | 3 | -1 | -3 | 2 | 11
CCOC(=O)c1cnn(-c2c(Cc3ccccc3)c(C)nc3c(-c4ccccc4)c(C)nn23)c1N | 7 | -1 | 62* | 7 | -16 | -3 | 5 | -8
Cc1ccc(SCCNC(=O)CN2C(=O)c3ccccc3S2(=O)=O)cc1 | 20 | 1 | 18 | -27 | -12 | 6 | 19 | 8
COc1ccc(CN2C(=O)[C@H]3Cc4c([nH]c5ccccc45)C(C)(C)N3C2=O)cc1 | -1 | 0 | 7 | 8 | 11 | -7 | 0 | 10

Whole records from above:
`CCc1cc(C(=O)OC)c(NC(=O)c2ccoc2C)s1` reads EBI2 antag = 0; Gli-Sufu antag = 9; Apaf1 inhib = 15; 697 NFkB inh = 3; Jurkat NFkB inh = -1; SENP8 block = -3; CCR6 antag = 2; UBC13 polyUb = 11
`COC(=O)C1=C(C)NC(=O)NC1c1ccc(OCC(=O)N2CCCCC2)cc1` (stereo not given) reads EBI2 antag = 9; Gli-Sufu antag = 6; Apaf1 inhib = -5; 697 NFkB inh = -38; Jurkat NFkB inh = -13; SENP8 block = -9; CCR6 antag = -16; UBC13 polyUb = -6

This is a subset; count on the stated rates, not on these rows.
